Glioma ERSR ind: induces the endoplasmic reticulum stress response in human glioma cells. U87-MG GRP78 promoter luciferase reporter, 16 h. Potency, µM, for the others: at the top dose activation, hits mostly activators. hit rate 0.02% among 420,000; further: potency means the concentration at half of the fitted maximal effect; series mostly up to about 76 µM; % of control where 0% means no effect; nearly all actives have a fitted effect of over 35% in size
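Stably transfected U87-MG human glioma cells carrying a GRP78-based luminescent sensor were seeded at 1000 cells/well, pin-dosed with compounds and incubated 16 h. Luciferase reagent was then added, and end-point luminescence was read after 10 min at room temperature.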
ERG-DNA inh: blocks human ERG Ets domain binding to DNA. hit rate 0.028% among 370,000. Potency, µM (highest dose often 76.9 µM), inactives show top-dose FP activity, negative = inhibition, most hits filed as inhibitors. fluorescence polarization, His-ERG Ets domain / labelled DNA; active means well fitted inhibition curve with a large enough effect in the polarisation, with a control signal flat; inconclusive means small, poorly fitted or top-dose-only effect, or effect the other way, or a change in a side signal; inactive means no such curve, though single readings can be large or run the other way; the % refers to the polarisation;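 further: polarization taken with two DNA probes labelled with fluorescein and Texas red; potency means the concentration at half of the fitted maximal effect; % of control where 0% means no effect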
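His-tagged ERG Ets domain (1 uM in the protein solution; 300mM KCl, 50mM Tris-HCl, 1mM EDTA, 1mM DTT, pH 7.5) received compound, then a probe mix of 5 nM fluorescein-DNA and 100nM Texas-615-DNA. Fluorescence polarization was read for both dyes.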
12-LOX inh: blocks human arachidonate 12S-lipoxygenase | P18054 | Potency, µM (doses to about 108 µM), without a hit: at the highest dose activity change, negative = inhibition, usual class: inhibitors | hit rate 1.1% among 580,000 | purified 12hLO, xylenol orange hydroperoxide absorbance; further: potency means the concentration at half of the fitted maximal effect; on the % scale 0 is the no-effect control and ±100 the full control effect
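Purified human 12hLO at 150 nM in 25 mM Hepes, 0.01% Triton X-100, pH 7.0, preincubated 15 min at room temperature with compound. Reaction started with 40 uM arachidonic acid, 30 min at room temperature. Hydroperoxide measured by Fe-xylenol orange, 573/405 nm absorbance ratio.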
D2 antagonist: antagonists of human D2 dopamine receptor; AID 485344; hit rate 2% among 340,000; inhibition, % at 10 µM; HEK293 TREx D2 cells, calcium flux, dopamine EC80; P14416; in the data active means inhibition above about 30%; further: 0% is about no effect
Target sequence (P14416 whole entry, looked up): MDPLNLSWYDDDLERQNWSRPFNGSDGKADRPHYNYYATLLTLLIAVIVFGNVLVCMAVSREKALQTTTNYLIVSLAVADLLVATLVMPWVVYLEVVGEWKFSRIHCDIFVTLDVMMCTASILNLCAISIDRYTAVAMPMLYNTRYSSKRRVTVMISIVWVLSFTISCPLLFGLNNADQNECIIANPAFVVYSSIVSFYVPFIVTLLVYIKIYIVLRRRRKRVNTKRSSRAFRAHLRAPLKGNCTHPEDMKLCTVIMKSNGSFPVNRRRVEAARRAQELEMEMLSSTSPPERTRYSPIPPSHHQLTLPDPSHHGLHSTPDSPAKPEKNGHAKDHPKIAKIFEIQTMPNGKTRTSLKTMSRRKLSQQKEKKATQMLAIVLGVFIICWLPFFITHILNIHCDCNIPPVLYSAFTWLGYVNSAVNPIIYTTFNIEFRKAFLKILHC
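Antagonism is scored as inhibition of an EC80 dopamine-evoked calcium signal in a force-coupled, tetracycline-inducible HEK293 T-REx D2 line, with compound present 180 s before agonist.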
D2 agonist: agonists of human D2 dopamine receptor; HEK293 T-REx D2 cells, calcium flux agonist mode; activation, % at 2 µM; hit rate 0.53% among 340,000;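 active means activation over 3 SD above normal in the single-dose calcium agonist read, cut at about 30% in these data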; further: 0% is about no effect
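In this primary screen, compounds producing a positive calcium signal within 180 s of addition to tetracycline-induced, force-coupled HEK293 Trex D2 cells are flagged; cells are dye-loaded with a no-wash calcium kit beforehand.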
LDHA block: LDHA (human) enzyme inhibition; P00338; purified LDHA, NADH/diaphorase-resazurin fluorescence; hits give low values; activity change, % (values are at about 110 or 230 µM); hit rate 0.15% among 480,000; AID 1347041; in the data active means activity change below about -30%; inconclusive means mostly about -25% to -30%;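 further: plate controls were DMSO wells for no effect and wells without enzyme for full effect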
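Remaining NADH was detected by diaphorase (0.133 mg/mL) converting 37 µM resazurin to fluorescent resorufin, read at 0 and 20 minutes. The preceding 5-minute room-temperature reaction used 2 nM LDHA, 0.2 mM sodium pyruvate and 0.06 mM NADH at pH 7.4.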
Vif-A3G inh: inhibitors of Vif-APOBEC3G interaction; HeLa A3G-eYFP + Vif (tagged APOBEC3G with the HIV-1 protein that degrades it), YFP fluorescence, overnight; Q9HC16; AID 602310; Potency, µM (titrated, usually from 46.1 µM), without a hit: at the top dose activity, negative = active, most hits filed as inhibitors; hit rate 0.076% among 410,000;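 further: potency means the concentration at half of the fitted maximal effect; on the % scale 0 is the no-effect control and ±100 the full control effect; nearly all actives have a fitted effect of over 60% in size; hits raise eYFP signal because A3G escapes Vif-driven loss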
Target sequence (Q9HC16 whole entry, looked up): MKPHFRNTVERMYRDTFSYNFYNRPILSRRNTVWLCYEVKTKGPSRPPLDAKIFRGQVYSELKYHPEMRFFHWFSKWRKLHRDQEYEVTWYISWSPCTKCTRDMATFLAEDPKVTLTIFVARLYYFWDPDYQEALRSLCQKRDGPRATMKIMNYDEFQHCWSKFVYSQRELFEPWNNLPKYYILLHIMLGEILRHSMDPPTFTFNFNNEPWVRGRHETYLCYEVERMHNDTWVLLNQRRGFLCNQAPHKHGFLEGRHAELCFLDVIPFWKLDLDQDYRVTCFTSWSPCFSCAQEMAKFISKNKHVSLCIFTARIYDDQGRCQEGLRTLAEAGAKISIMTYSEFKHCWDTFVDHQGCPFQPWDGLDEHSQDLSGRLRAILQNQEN
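HeLa cells stably expressing Vif and C-terminally eYFP-tagged A3G, seeded overnight at 37 deg C, then exposed to compound by pintool overnight at 37 deg C. Rise in yellow fluorescence (Ex 488/Em 500-530, Acumen) marks blocked Vif-driven A3G degradation.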
Vif-APOBEC3F blk: Vif-A3F binding inhibition. HeLa A3F-eYFP + Vif (tagged APOBEC3F with the HIV-1 protein that degrades it), YFP fluorescence increase. Potency, µM (titrated, usually from 46.1 µM), for inactives: at the top dose activity, negative = active. hit rate 0.2% among 390,000. AID 602313; further: potency means the concentration at half of the fitted maximal effect; % of control where 0% means no effect; nearly all actives have a fitted effect of over 65% in size
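HeLa cells stably expressing Vif plus C-terminally eYFP-tagged A3F were seeded, incubated overnight at 37 deg C, dosed with compound, incubated overnight again at 37 deg C. Yellow fluorescence (Ex 488/Em 500-530) reported blocked Vif-mediated A3F-eYFP degradation.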
RGS4 inh: blocks human RGS4-accelerated GTP hydrolysis. P49798. Transcreener GDP fluorescence polarization, RGS4-accelerated GTP hydrolysis. Potency, µM (top dose mostly 114 µM), inactives show at the top dose activity change, negative = inhibition, actives largely listed as inhibitors. hit rate 0.039% among 390,000; further: potency means the concentration at half of the fitted maximal effect; on the % scale 0 is the no-effect control and ±100 the full control effect; nearly all actives have a fitted effect of over 75% in size; some results filed as inactive show a strong effect at the top dose
Target sequence (P49798 whole entry, looked up): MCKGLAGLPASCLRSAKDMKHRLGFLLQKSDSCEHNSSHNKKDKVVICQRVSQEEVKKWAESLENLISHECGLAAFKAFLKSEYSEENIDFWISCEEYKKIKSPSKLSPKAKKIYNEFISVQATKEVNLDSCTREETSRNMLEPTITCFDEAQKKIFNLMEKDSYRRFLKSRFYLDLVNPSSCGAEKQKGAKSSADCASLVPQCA
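MLSMR compounds (23 nl, pin-transferred) preincubated 10 min at room temperature with a 500nM (2x) first reagent, then RGS4 at 900nM (2x) plus Transcreener GDP mix added; fluorescence polarization (620/688 nm) read before and after 90 min at 30 °C.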
Active calls of the source: *; ? = inconclusive; · = not tested or not shown; & = joins results of further samples; [ ] = remark or other dose. Unless noted, the call rests on the fitted dose curve; in most records, active means well fitted curve in the direction sought with a large enough effect; inconclusive means small, poorly fitted or top-dose-only effect, or another doubt; inactive means no such curve, though single readings can be large; an effect the other way counts as inactive or inconclusive. A portion of the library (hit frequency here may not be typical).

# | compound | Glioma ERSR ind | ERG-DNA inh | 12-LOX inh | D2 antagonist | D2 agonist
1 | CCOc1ccc(CCNC(=O)Cc2ccc(S(=O)(=O)N3CCOCC3)s2)cc1OCC | -4% | 1% | -21% | 3 | -1.2
2 | CCc1cccc(NC(=O)CCNS(=O)(=O)c2ccc3c(c2)CCN3C(C)=O)c1 | -1% | -1% | -17% | · | 0.1
3 | N#Cc1c(N)c(C(=O)c2ccccc2)n2ccccc12 | -2% | -18% | -20% | · | ·
4 | O=C(NC1CCCCCC1)c1cc(S(=O)(=O)N2CCOCC2)ccc1N1CCCCC1 | -1% | 6% | 0% | 7 | -1.5
5 | O=C(O)Cc1ccc(OCc2ccc(Cl)nc2)cc1 | -5% | -3% | -6% | 4 | -1.3
6 | COc1ccccc1C(=O)NC(CCSC)C(=O)OCC(=O)N1CCCC1=O (stereo not drawn) | -3% | 14% | 2% | -21 | -0.7
7 | CC(C)(C)OC(=O)N1CCC[C@H]1c1nnc(SCc2ccccc2F)o1 | 2% | 9% | 0% | 5 | 0.4
8 | CCOc1ccccc1/C=N/NC(=O)c1nnn(-c2nonc2N)c1CN1CCCC1 | 6% | 0% | -15% | 16 | 0.2
9 | CC(C)NC(=NCc1ccc(Cl)cc1Cl)Nc1ccccc1 | -1% | 8% | ? | -9 | 3.2
10 | Cc1ccc(C(=O)OCC(=O)NCc2ccc(Cl)cc2Cl)o1 | 1% | -1% | ? | · | ·
11 | COc1ccc(C2CC(=O)N(Cc3ccccc3C)c3c2c(C)nn3-c2nc(C)cc(C)n2)c(OC)c1 (stereo not drawn) | -1% | 2% | 8%&-3% | · | 1.6
12 | N#Cc1ccc(Cl)cc1NC(=O)CNc1cccc(S(=O)(=O)N2CCCC2)c1 | -2% | -11% | -19% | -1 | 0.3
13 | Cc1cc(C=O)c(C)n1-c1cc(C(=O)O)cc(C(=O)O)c1 | -2% | -10% | -20% | 9 | 1.9
14 | O=S(=O)(N[C@H](CO)Cc1ccccc1)c1ccc(Br)cc1F | -1% | -8% | ? | · | ·
15 | C=CCNC(=S)Nc1ccc(OC)c(S(=O)(=O)N2CCOCC2)c1 | -3% | -2% | -20% | -25 | 2.6

# | LDHA block | Vif-A3G inh | Vif-APOBEC3F blk | RGS4 inh
1 | 0 | -1% | 1% | -13%
2 | -3 | 1% | 1% | -9%
3 | -10 | -7% | 20% | -11%
4 | 13 | 0% | -9% | 9%
5 | -5 | -7% | 1% | 9%
6 | -6 | 6% | -3% | 11%
7 | -3 | 1% | 2% | 19%
8 | -8 | 5% | -2% | -6%
9 | -1 | 5% | 5% | -14%
10 | -3 | -6% | -8% | 0%
11 | 3&-2 | 0% | 0% | 8%
12 | 5 | -4% | 9% | -8%
13 | -4 | -8% | 9% | 8%
14 | -2 | 1% | 4% | 11%
15 | -10 | 0% | 15% | 6%

Arranged by the number under 12-LOX inh (smallest number first): 4 from the list above.
no. | compound | ERG-DNA inh | 12-LOX inh | D2 antagonist | LDHA block | RGS4 inh
1 | CCOc1ccc(CCNC(=O)Cc2ccc(S(=O)(=O)N3CCOCC3)s2)cc1OCC | 1% | -21% | 3 | 0 | -13%
12 | N#Cc1ccc(Cl)cc1NC(=O)CNc1cccc(S(=O)(=O)N2CCCC2)c1 | -11% | -19% | -1 | 5 | -8%
8 | CCOc1ccccc1/C=N/NC(=O)c1nnn(-c2nonc2N)c1CN1CCCC1 | 0% | -15% | 16 | -8 | -6%
4 | O=C(NC1CCCCCC1)c1cc(S(=O)(=O)N2CCOCC2)ccc1N1CCCCC1 | 6% | 0% | 7 | 13 | 9%

New compounds follow
# | compound | Glioma ERSR ind | ERG-DNA inh | 12-LOX inh | D2 antagonist | D2 agonist
16 | O/N=C/c1cn(-c2ccc(Cl)cc2)nn1 | -4% | 7% | -1% | 1 | 0.6
17 | O=S(=O)(NC1CCCCC1N1CCN(c2ccc(F)cc2)CC1)c1ccc(Cl)cc1 (stereo not drawn) | -4% | -3% | · | 13 | 0.7
18 | CCCCCCN1C[C@H](n2cc(COC(=O)c3ccccc3)nn2)[C@@H](O)C[C@@H]1c1ccc(OC)cc1 | 1% | · | -19% | · | ·
19 | Cc1ccc2oc(=O)c(/C=C(\O)c3ccco3)nc2c1 | 2% | -2% | 6% | -13 | 0.3
20 | Cc1cc(C)n(C(=O)COc2ccccc2C)n1 | -5% | -4% | ? | 10 | -1.5
21 | O=C(CN1CCC(NC(=O)c2ccc(F)cc2)CC1)NCc1ccccc1F | -5% | 3% | -3% | -12 | 0.6
22 | COc1ccc(Cl)cc1NC(=O)CCn1cnc2ccccc2c1=O | -2% | -2% | 264%[activator] | 8 | 0.0
23 | COc1ccc(S(=O)(=O)Nc2ccc3c(c2)C(=O)N([C@H](C)CO)C[C@H](C)[C@@H](CN(C)C(=O)Nc2ccc(C(F)(F)F)cc2)OCCCC[C@H](C)O3)cc1 | -1% | · | -23% | · | ·
24 | CN(Cc1ccccc1)S(=O)(=O)c1ccc(Cl)c(C(=O)NCCCN2CCCC2=O)c1 | -4% | 2% | 2% | · | ·
25 | COC(=O)c1cc(C(=O)N2CCOCC2)cc([N+](=O)[O-])c1 | 0% | -5% | 2% | -10 | 0.8
26 | COc1cc(NC(=O)Cn2nc(C(F)(F)F)c3c2CCCC3)c(OC)cc1Cl | -9% | 10% | ? | · | -0.6
27 | C/C(Cn1nnc([N+](=O)[O-])n1)=N\NC(=O)c1ccc(C)cc1 | 2% | -3% | 13% | 21 | 0.0
28 | CN(CCc1ccccn1)C(=S)Nc1ccc(Cl)cc1Cl | 4% | 5% | -17% | -1 | 0.2
29 | Cc1ccc(-c2cc(-c3ccc(Cl)cc3)c(C#N)c(N)n2)o1 | -3% | -7% | ? | 8 | -0.8
30 | CC(=O)c1c(C)[nH]c(C(=O)Nc2ccc(Cl)c(S(=O)(=O)N(C)C)c2)c1C | 4% | -7% | -11% | -2 | 2.6

# | LDHA block | Vif-A3G inh | Vif-APOBEC3F blk | RGS4 inh
16 | -11 | 0% | -9% | 9%
17 | 0 | 4% | 5% | 9%[56.9 µM]
18 | 3 | -7% | -7% | ·
19 | 7 | -4% | -6% | -20%
20 | -10 | -3% | -2% | 26%[11.4 µM]
21 | -7 | 3% | -1% | -13%
22 | -9 | -5% | -2% | 23%
23 | 1 | -6% | -19% | ·
24 | -7 | 3% | 0% | 1%
25 | -2 | 1% | 6% | 8%
26 | -7 | 10% | 10% | -12%
27 | 34 | 0% | 5% | 2%
28 | -10 | -6% | -16% | -9%
29 | 2 | -14% | -10% | ?
30 | 5 | -5% | -1% | -11%

Other structures follow:
# | compound | Glioma ERSR ind | ERG-DNA inh | 12-LOX inh | D2 antagonist | D2 agonist
31 | CCC1CCCCN1CC(O)Cn1c2ccccc2n2c(=O)cc(C)c(C#N)c12 (stereo not drawn) | -4% | 1% | 14% | 4 | 0.9
32 | OCCC1CN(Cc2cnn(-c3ccc(F)cc3)c2)CCN1Cc1ccsc1 (stereo not drawn) | -4% | ? | 6% | -9 | 0.4
33 | O=C(CCc1ccccn1)NC1CCCc2c1cnn2-c1ccc(F)cc1F (stereo not drawn) | 4% | -1% | -15% | -17 | 0.6
34 | CCN1CCN(C(=O)C2c3cc(OC)c(OC)cc3C(=O)N(C)C2c2ccc(SC)cc2)CC1 (stereo not drawn) | -1% | -2% | -7% | 9 | -1.1
35 | CC(Sc1nnc(Cc2cccs2)n1C)C(=O)Nc1ccc(C(N)=O)cc1 (stereo not drawn) | -4% | -10% | 0% | -10 | -0.1
36 | CC(=O)Nc1nc(SCC(=O)NCC2CCCO2)[nH]c(=O)c1NC(=O)c1cccs1 (stereo not drawn) | -4% | 3% | -8% | 7 | 0.0
37 | CCOC(=O)C1=CNS(=O)(=O)NC1c1ccccc1 (stereo not drawn) | 0% | 9% | -7% | · | ·
38 | COc1ccc(C(=O)N2CCCC(c3nc(-c4cccs4)no3)C2)cc1OC (stereo not drawn) | -4% | -7% | 10% | -17 | 0.2
39 | COC(=O)c1ccc(CNC(=O)COC(=O)CNS(=O)(=O)c2ccc(C)cc2)cc1 | -3% | · | -11% | · | ·
40 | COc1ccc(N2CCN(C(=O)c3ccc(S(=O)(=O)NCc4ccco4)cc3)CC2)cc1 | 1% | 2% | 195%[activator] | -3 | 0.3
41 | Cc1cccc(OCC(=O)Nc2ccccc2F)c1 | 3% | -7% | -18% | -3 | 0.8
42 | CC(=O)Nc1ccc(OCCC[n+]2cccc(C(=O)[O-])c2)cc1 | 1% | 4% | -15% | -12 | -0.8
43 | CC1CC(C)(C)CC2(C1)NC(=O)N(CC(=O)Nc1cc(C(F)(F)F)ccc1N1CCCCC1)C2=O (stereo not drawn) | -2% | 0% | 60%[activator] | · | ·

# | LDHA block | Vif-A3G inh | Vif-APOBEC3F blk | RGS4 inh
31 | -11 | 4% | 12% | 12%
32 | -10 | 0% | -6% | 28%
33 | 0 | 2% | -2% | -4%
34 | -1 | 6% | -3% | 15%
35 | -7 | 2% | 3% | -22%
36 | 3 | 0% | 5% | -7%
37 | -1 | -4% | 5% | 12%
38 | -9 | 2% | -7% | 1%
39 | -9 | -2% | -18% | ·
40 | 1 | 2% | 0% | -1%
41 | -3 | -1% | 2% | -16%
42 | 2 | -5% | 9% | -1%
43 | -2 | -1% | 2% | 19%
